Rab2A wt mod: modulators of GTP binding to Rab2A wildtype, primary screen, biochemical, dog, bead-based flow cytometry, multiplex. GST-Rab2 wt beads, Bodipy-GTP binding. Ras-related protein Rab-2A (Canis lupus familiaris), P61105. GTP binding activity, % at 10 µM. hit rate 0.19% among 190,000;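 active means GTP binding activity at least 20 points away from 100%, either lowered or raised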;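 further: 0% = beads with excess unlabeled GTP and 100% = no-compound control corrected for plate trend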
Avidin bead fluor: green autofluorescence of compounds with avidin beads – biophysical, 488/530 nm, flow cytometry, artefact control, profiling panel; compound fluorescence 488/530 nm; hits give high values; fluorescence (KMESF) at 10 µM; hit rate 0.38% among 220,000; AID 1775, 2009; in the data active means fluorescence above about 47; further: inactives centre near 10
Cdc42 wt: modulators of GTP binding to wildtype Cdc42, primary screen, biochemical, multiplex bead flow cytometry, Bodipy-GTP. Cell division control protein 42 homolog (Homo sapiens), P60953. GST-Cdc42 beads; actives lie on both sides. percent activity (GTP binding), % at 10 µM. hit rate 0.2% among 190,000. AID 761, 2007;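 active means percent activity GTP binding at least 20 points away from the 100% baseline, either down as inhibitor or up as activator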;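 further: median bead fluorescence of bound Bodipy-FL-GTP at 100 nM; 0% = excess unlabeled GTP control and 100% = no compound control; below 100% means less GTP binding so inhibitor and above means activator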
Target sequence (P60953 whole entry, looked up): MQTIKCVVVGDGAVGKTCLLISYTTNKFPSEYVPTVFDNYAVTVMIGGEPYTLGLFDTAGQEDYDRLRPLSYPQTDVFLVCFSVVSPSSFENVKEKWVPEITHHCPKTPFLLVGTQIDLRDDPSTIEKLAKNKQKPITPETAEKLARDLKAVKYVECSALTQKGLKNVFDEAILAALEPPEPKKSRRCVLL
HRas wt GTP bind: modulators of GTP binding to HRas wildtype, primary screen, biochemical, bead-based flow cytometry, multiplex; AID 759, 2007; GTPase HRas (Homo sapiens), P01112; GST-Ras wt beads, Bodipy-FL-GTP binding; actives lie on both sides; GTP binding activity, % at 10 µM; hit rate 0.14% among 190,000;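 active means GTP binding activity at least 20% away from the 100% baseline, either lowered as inhibitor or raised as activator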;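 further: 0% = unlabeled GTP competition control and 100% = no-compound control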
Target sequence (P01112 whole entry, looked up): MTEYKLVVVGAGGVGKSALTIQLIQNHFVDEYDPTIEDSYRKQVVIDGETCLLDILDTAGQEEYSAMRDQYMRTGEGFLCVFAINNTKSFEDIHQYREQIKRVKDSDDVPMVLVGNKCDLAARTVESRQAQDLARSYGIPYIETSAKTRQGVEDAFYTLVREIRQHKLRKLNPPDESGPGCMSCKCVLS
ABCG2 block: ABCG2 efflux pump inhibitors, primary screen, multiplex with ABCB1, IgMXP3 cells, flow cytometry. AID 1325, 2008. inhibition, % at 6.6 µM. JC-1 efflux. Broad substrate specificity ATP-binding cassette transporter ABCG2 (Homo sapiens), Q9UNQ0. hit rate 0.1% among 190,000;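 active means inhibition above 80%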;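 further: 0% = DMSO and 100% = nicardipine control wells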
Target sequence (Q9UNQ0 whole entry, looked up): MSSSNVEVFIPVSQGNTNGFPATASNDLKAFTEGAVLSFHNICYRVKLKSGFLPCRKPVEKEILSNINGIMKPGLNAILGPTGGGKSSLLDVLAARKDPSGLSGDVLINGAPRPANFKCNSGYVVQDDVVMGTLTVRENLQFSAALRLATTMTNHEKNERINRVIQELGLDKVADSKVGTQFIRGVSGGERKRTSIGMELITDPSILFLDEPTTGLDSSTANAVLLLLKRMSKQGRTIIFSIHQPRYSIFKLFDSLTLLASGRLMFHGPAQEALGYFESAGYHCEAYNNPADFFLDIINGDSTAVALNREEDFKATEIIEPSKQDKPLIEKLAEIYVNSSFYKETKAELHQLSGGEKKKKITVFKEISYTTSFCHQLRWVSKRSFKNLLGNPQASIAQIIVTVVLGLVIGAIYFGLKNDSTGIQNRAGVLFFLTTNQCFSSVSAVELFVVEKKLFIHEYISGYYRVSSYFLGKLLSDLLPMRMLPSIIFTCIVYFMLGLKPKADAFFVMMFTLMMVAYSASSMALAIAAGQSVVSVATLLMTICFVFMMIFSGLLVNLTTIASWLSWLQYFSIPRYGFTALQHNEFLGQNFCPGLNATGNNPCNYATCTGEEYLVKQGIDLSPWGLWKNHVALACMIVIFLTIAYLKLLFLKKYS
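System: two drug-resistant human cell lines, ABCG2 and ABCB1; controls: nicardipine high and DMSO low controls; times: 10 min exposure at 25 °C with rotation, no wash; detection: flow cytometry of retained JC-1 fluorescence; read-out basis: percent efflux inhibition, scaled nicardipine 100% to DMSO 0%; doses: one concentration, 6.6 µM final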
GSH bead fluor: compound fluorescence on glutathione beads, profiling panel, artefact control, biophysical, 488/530 nm, flow cytometry; GSH beads flow cytometry, compound fluorescence 488/530 nm; hits give high values; fluorescence (KMESF) at 10 µM; hit rate 0.25% among 190,000; in the data active means fluorescence above about 89;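 further: glutathione beads carrying GST-tagged Bcl family fusion proteins plus one bare bead set; values are compound well signal with DMSO vehicle wells as background; inactives centre near 16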
Rac1 wt GTP bind: wildtype Rac1 GTP binding modulators, primary screen, biochemical, GST-Rac1 beads, flow cytometry, multiplex. hit rate 0.27% among 190,000. Ras-related C3 botulinum toxin substrate 1 (Homo sapiens), P63000. GTP binding activity (% of control), % at 10 µM. AID 757, 2007. fluorescent GTP binding; actives lie on both sides; 0 = cold GTP competed, 100 = untreated;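 active means GTP binding activity at least 20 points away from the 100% control level, either lower or higher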
Rab7 wt modul: modulators of GTP binding to Rab7, primary screen, biochemical, wildtype, multiplex bead flow cytometry; AID 758, 2007; Rab7 GTPase wild type (dog), Bodipy-FL-GTP binding; hit rate 0.055% among 190,000; GTP binding activity (percent of control), % at 10 µM; GST-Rab7 beads, fluorescent GTP binding; actives lie on both sides; untreated = 100%, excess cold GTP = 0%;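 active means fluorescent GTP binding to Rab7 beads changed by at least 20 points from the 100% baseline, either direction, mostly lower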;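 further: median green fluorescence of bound Bodipy-FL-GTP per Rab7 bead population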
Rac1 act GTP bind: GTP binding modulators of activated mutant Rac1, primary screen, biochemical, bead-based flow cytometry, multiplex, fluorescent GTP. percent activity (GTP binding), % at 10 µM. Ras-related C3 botulinum toxin substrate 1 (Homo sapiens), P63000. GST-Rac1 activated beads; actives lie on both sides; 100% means binding = to untreated wells. AID 764, 2007. hit rate 0.11% among 190,000;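 active means GTP binding at least 20 percentage points away from the 100% baseline, in either direction, so actives lie on both sides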
Pf gamet viab: late stage P. falciparum gametocyte viability inhibitors, primary screen, ATP luminescence, HTS. P. falciparum stage V gametocytes, 24 h. inhibition, % at 10.9 µM. hit rate 0.065% among 150,000. AID 743093, 2013;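 active means inhibition above the mean plus 3 SD of compounds within the control limits, set per campaign, cut at about 38% in these data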;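 further: 0% = DMSO wells and 100% = medium only without gametocytes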
ABCB1 block: ABCB1 efflux pump inhibitors, primary screen, cell-based, multiplex, flow cytometry, ABCG2 counter-screen; hit rate 0.067% among 190,000; inhibition, % at 6.6 µM; ATP-dependent translocase ABCB1 (Homo sapiens), P08183; CCRF-Adr cells, JC-1 efflux; in the data active means inhibition above about 40%;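 further: 0% = vehicle and 100% = reference inhibitor; higher value means more JC-1 retained so stronger ABCB1 efflux block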
An asterisk follows results filed as active; . = no result given. An unsorted share of the library; 1.1% or so of the library scored in one or more.

SMILES	Rab2A wt mod	Avidin bead fluor	Cdc42 wt	HRas wt GTP bind	ABCG2 block	GSH bead fluor	Rac1 wt GTP bind	Rab7 wt modul	Rac1 act GTP bind	Pf gamet viab	ABCB1 block
CC(C)CN(C(=O)CN1CCc2ccccc21)c1c(N)n(CC(C)C)c(=O)[nH]c1=O	97	8	95	95	1	16	96	101	97	13	0.5
COc1cc(C2C(Oc3ccccc3C)C(=O)N2Cc2ccc(F)cc2)cc(OC)c1OC (stereo not drawn)	100	13	104	101	8	14	106	99	101	-6	2.9
C=CCSc1n[nH]c(-c2ccc(OCCC)cc2)n1	100	10	101	100	-1	15	104	102	100	.	0.0
COc1cc(CCC(=O)OCn2nnc3ccccc3c2=O)cc(OC)c1OC	94	9	96	95	0	28	94	94	94	-7	0.4
CCOc1nc(-c2ccccc2)ccc1-c1noc(-c2ccco2)n1	101	38	104	102	33	23	111	97	99	2	-0.3
COc1ccc(-n2cc(-c3ccccc3)c3c(N4CCN(CCO)CC4)ncnc32)cc1	100	15	101	101	-4	12	104	100	99	.	0.6
CCOc1ccccc1OCC(=O)NC1CCCCC1	102	15	99	99	41	35	106	101	99	-2	0.1
CC(=O)Nc1nnc(CCS(=O)(=O)c2ccc(Cl)cc2)s1	92	12	93	92	3	14	96	94	92	-14	0.2
O=C(c1nc2nc(-c3ccc(Cl)cc3)cc(C(F)(F)F)n2n1)N1CCOCC1	98	12	104	104	3	25	106	99	99	-12	0.5
O=C(CN1CCN(CCC(=O)Nc2ccccc2F)CC1)Nc1ccc(F)cc1	105	28	104	103	10	25	108	103	100	.	1.8
CCN(CC(=O)Nc1ccc([N+](=O)[O-])cc1OC)c1ccccc1	106	14	104	104	10	63	105	97	100	.	1.9
COc1cc(OC)cc(C(=O)N2CCN(C(=O)c3ccc(OC)c(OC)c3)CC2)c1	102	6	101	101	0	42	104	101	100	.	0.1
Cc1ccccc1N1C(=O)CC(N(O)c2ccccc2)C1=O (stereo not drawn)	105	9	104	103	1	19	103	98	100	.	0.2
Cc1[nH]c2ccccc2c1C(=O)C(=O)NCCC1=CCCCC1	99	18	97	97	-2	16	101	102	98	.	0.6
COc1ccc(-c2noc(CSc3ccc(C)cc3)n2)cc1	92	2	92	92	2	53	94	94	92	-2	0.3
COc1ccc(/C=C(/NC(=O)c2cccc([N+](=O)[O-])c2)C(=O)O)cc1OC	100	11	95	99	4	13	96	105	92	14	0.6
CCCC(=O)Nc1ccc(C(=O)NNC(=O)c2ccccc2Br)cc1	95	.	99	100	0	8	97	94	97	.	0.3
COc1ccc(NC(=S)Nc2ccc(OCc3ccccc3)cc2)cc1OC	102	.	101	101	1	18	103	96	95	.	0.2
N#CC(=C1CCCC1)c1nc(-c2cc3ccccc3oc2=O)cs1	99	25	100	101	45	24	101	98	99	-10	1.3
O=C(O)COc1ccc(NC(=O)c2ccco2)cc1	98	15	99	99	-1	36	102	100	99	.	1.8
CCCCCCOc1ccc(OC(=O)c2cccnc2)cc1	97	10	97	99	0	9	98	98	96	.	-0.2
O=C(CCc1ccccc1)Nc1ccc(NC(=O)c2ccco2)cc1	104	7	105	103	3	17	109	101	101	5	0.4
COc1ccc(N=N/C(=C\O)C(=O)c2cccs2)cc1	94	24	92	95	0	7	92	105	93	-12	0.0
O=C(c1cc(C2CC2)nc2ccccc12)N1N=C(C(F)F)CC1(O)C(F)F (stereo not drawn)	105	19	104	106	1	21	106	100	102	-23	1.0
O=S(=O)(c1ccc(Br)cc1)N1CCN(c2ccc3nnc(-c4ccccc4)n3n2)CC1	95	10	95	97	3	20	97	96	98	.	1.3

The list goes on.
SMILES	Rab2A wt mod	Avidin bead fluor	Cdc42 wt	HRas wt GTP bind	ABCG2 block	GSH bead fluor	Rac1 wt GTP bind	Rab7 wt modul	Rac1 act GTP bind	Pf gamet viab	ABCB1 block
COc1ccccc1C(=O)NCC(=O)N/N=C/c1cn[nH]c1-c1ccccc1	92	12	95	95	5	13	100	93	93	-5	0.1
CC(C1CC1)N(Cc1ccccc1)C(=S)Nc1ccccc1Cl (stereo not drawn)	97	10	99	94	7	25	99	96	97	22	1.1
Cc1cccc(C(=O)NCC(=O)OCC(=O)N2CCc3ccccc32)c1	94	13	94	95	11	10	96	101	91	25	1.3
CCOc1ccc(CN(C)CC(=O)NNC(=O)c2ccc(Cl)cc2)cc1OC	99	12	97	98	17	16	99	98	98	-4	8.5
COc1ccc(NC(=O)CN2CCN(CC(=O)Nc3ccc(OC)c(OC)c3)CC2)cc1	99	7	100	99	1	12	100	95	97	-20	0.3
COc1ccc(CN2C(=O)Cc3c2nc(N)c2c(N)nc(N4CCCCC4)c(C#N)c32)cc1	93	12	98	95	1	12	100	96	98	.	0.1
C=C(C)c1cccc(C(C)(C)NC(=O)N2CCN(CC)CC2)c1	103	32	102	101	7	19	105	94	100	.	0.6
CCOc1ccc(C(=O)NC(=S)Nc2ccc(N3CCOCC3)c(Cl)c2)cc1[N+](=O)[O-]	98	7	97	98	0	13	103	98	99	-18	0.5
CC[n+]1c(/C=C(\C)Nc2ccccc2)sc2ccccc21	99	13	97	99	2	8	101	100	98	10	.
CC(/C=N/NC(=O)c1cccnc1)=C\c1ccco1	95	27	94	96	1	37	100	90	97	-2	-0.1
Cc1ccc(C(=O)OCC(=O)Nc2sccc2C(N)=O)cc1NC(=O)c1ccco1	103	9	104	105	3	11	109	104	99	2	0.1
CC(CN1CCOCC1)OC(=O)C1COc2ccccc2O1 (stereo not drawn)	97	6	96	97	1	12	95	91	96	6	0.4
CSc1n[nH]c(-c2sccc2OCc2ccc(C)cc2)n1	106	7	107	105	4	26	104	102	103	-45	0.5
CN(C)CCCNC(=O)/C=C/c1ccc2c(c1)OCO2	101	13	106	103	1	8	106	106	101	0	0.8
Cn1c(=O)c2c(nc(N3CCN(C(=O)c4ccco4)CC3)n2CCSc2ncccn2)n(C)c1=O	98	4	95	97	1	19	97	102	95	-19	-0.8
CCCCNC(=O)OC(C)CNC(=O)OC (stereo not drawn)	96	15	97	99	2	13	97	95	94	.	0.4
Cc1ccc(OCCCn2c(=O)sc3ccccc32)cc1	100	9	101	101	1	12	101	100	100	-9	0.1
Cc1cc(=O)oc2cc(OC(C)C)ccc12	103	33	103	102	40	22	106	100	101	-6	0.5
COc1ccc2c(C(=O)CN3CCN(CCO)CC3)c[nH]c2c1	95	9	97	95	2	59	96	99	94	.	0.5
Cc1ccc(-c2nn3c(C)nnc3c3ccccc23)cc1S(=O)(=O)NC(C)(C)CO	97	11	93	96	0	10	97	95	95	1	-0.2
COc1ccc(NC(=O)C2CCC(CNc3c(N4CCCCC4)c(=O)c3=O)CC2)cc1OC (stereo not drawn)	100	8	101	100	2	21	102	100	99	.	0.6
O=C(NNC(=O)c1cccs1)c1ccco1	97	11	98	98	3	14	100	101	95	6	1.2
O=C(COc1ccc2ccccc2c1)Nc1ccncc1	99	13	98	99	3	10	101	103	96	8	0.2
COc1ccc(Cl)cc1NC(=O)COC(=O)CCCN1C(=O)c2ccccc2C1=O	95	7	104	96	3	13	100	99	95	-1	1.5
COc1ccc(NC(=O)CSc2nc(O)cc(=O)n2-c2ccccc2OC)cc1	94	8	98	97	-1	15	94	100	92	.	-0.1

(next part)
SMILES	Rab2A wt mod	Avidin bead fluor	Cdc42 wt	HRas wt GTP bind	ABCG2 block	GSH bead fluor	Rac1 wt GTP bind	Rab7 wt modul	Rac1 act GTP bind	Pf gamet viab	ABCB1 block
Cc1ccc(S(=O)(=O)NCc2ccc(C(=O)N3CCCC3)cc2)cc1	97	5	102	99	5	24	104	98	98	-34	1.3
COC(=O)N/N=C\c1cccc(OC(=O)c2cccs2)c1	105	9	99	101	11	26	106	112	95	7	0.4
COC(=O)C(C)Oc1ccc2c(-c3cccc([N+](=O)[O-])c3)cc(=O)oc2c1 (stereo not drawn)	99	7	99	100	5	12	106	101	101	-3	0.8
CCN1CCCC1CNC(=O)CCc1nc(-c2ccc(C)cc2)no1 (stereo not drawn)	103	35	103	100	17	19	109	102	99	-18	1.4
Cc1ccc(S(=O)(=O)NNC(=O)C(=O)NNS(=O)(=O)c2ccc(C)cc2)cc1	93	8	93	91	2	17	94	86	93	9	0.5
O=C(COC(=O)CCNS(=O)(=O)c1ccc(Cl)cc1)NCc1ccco1	107	18	110	110	2	13	106	111	99	.	0.6
Cc1nc(NC(=O)CSc2nnc(-c3ccccc3)c(-c3ccccc3)n2)c(Cl)cc1Cl	110	11	104	109	34	19	111	112	101	.	6.4
Cc1ccc2oc(C(Cl)(Cl)Cl)cc(=O)c2c1	101	13	99	100	-9	32	103	104	101	12	-2.4
Cc1occc1-c1nnc(SCC(=O)NC(C)(C)C)n1CC(C)C	99	8	99	98	-2	13	98	95	93	-33	-0.3
COc1cccc(C(C#N)N2CCOCC2)c1 (stereo not drawn)	100	9	105	102	1	11	107	101	102	.	0.1
Cc1cc[n+](-c2[nH]c(=O)sc2/C=N/NC(=O)c2ccccc2[O-])cc1C	97	10	97	98	-1	11	101	98	99	2	-0.5
CCOc1ccc2[nH]cc(S(=O)(=O)c3ccc(C)cc3)c(=O)c2c1	94	11	97	94	9	18	96	96	94	.	1.4
Cc1ccc(N2CSC3=C(C#N)C(c4cccs4)CC(=O)N3C2)cc1 (stereo not drawn)	102	4	99	98	-2	10	103	98	101	.	-0.4
CCc1ccc2[nH]c(=O)c(CN(CCO)C(=O)NCc3ccccc3)cc2c1	100	13	99	103	-2	11	103	101	99	.	-0.8
O=C(/C=C/c1ccccc1)Nc1ccc(N2CCCCC2)cc1	100	3	99	99	0	7	104	97	100	1	0.0
COc1ccc(OC)c(S(=O)(=O)N2Cc3ccccc3CC2C(=O)Nc2nccs2)c1 (stereo not drawn)	102	22	100	104	22	21	103	104	99	17	2.3
